Screening data deposited in PubChem by Broad Institute.
CAL PDZ FP-1 = inhibitors of human CAL PDZ peptide binding; Q9HD26; purified CAL PDZ, TMR-peptide fluorescence polarization, 1 h; inhibition, % at 24.9 µM; 300,000 compounds, 0.92% hits; AID 602252;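 active = mean inhibition of at least 30% with at least half of replicates also reaching 30%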;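 note: 0% = DMSO neutral control and 100% = excess unlabeled competitor peptide PRC23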
SR-BI HDL uptake = inhibitors of mouse SR-BI mediated HDL lipid uptake | Q61009 | ldlA[mSR-BI] CHO cells, DiI-HDL uptake fluorescence, 3 h | 320,000 compounds, 0.96% hits | AID 488896 | inhibition, % at 12.5 µM;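 active = mean replicate inhibition of at least 70% and a set share of replicates each scoring 70 or more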;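 note: 0% = median of neutral control wells and 100% = median of positive control wells; values of inactives mirror those of a sister screen read the other way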
Target sequence (Q61009 whole entry, looked up): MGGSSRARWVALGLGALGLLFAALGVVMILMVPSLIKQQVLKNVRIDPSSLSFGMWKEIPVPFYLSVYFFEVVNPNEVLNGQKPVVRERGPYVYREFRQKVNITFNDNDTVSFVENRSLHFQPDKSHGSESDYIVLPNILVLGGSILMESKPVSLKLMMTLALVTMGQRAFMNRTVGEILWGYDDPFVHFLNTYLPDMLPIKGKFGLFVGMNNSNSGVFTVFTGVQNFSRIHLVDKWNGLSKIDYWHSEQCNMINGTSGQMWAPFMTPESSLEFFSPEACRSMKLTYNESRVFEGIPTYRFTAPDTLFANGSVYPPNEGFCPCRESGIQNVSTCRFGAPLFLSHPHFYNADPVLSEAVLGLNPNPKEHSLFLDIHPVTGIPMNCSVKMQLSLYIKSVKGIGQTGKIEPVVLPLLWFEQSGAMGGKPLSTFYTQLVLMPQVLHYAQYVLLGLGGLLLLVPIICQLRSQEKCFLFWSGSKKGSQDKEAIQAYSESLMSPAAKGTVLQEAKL
MITF TRPM1 HTS = increases MITF-driven TRPM1 promoter luciferase signal. SK-MEL-5 TRPM1-promoter luciferase, 24 h; % of positive control, neutral wells = 0. activation, % at 12.5 µM. 300,000 compounds, 0.75% hits. AID 588334;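 active = mean activation of at least 80% with every replicate also reaching 80%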;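 note: 0% = neutral control wells and 100% = parthenolide positive control wells; values of inactives mirror those of a sister screen read the other way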
PvdQ acylase = blocks Pseudomonas aeruginosa PvdQ acylase activity. purified PvdQ acylase, fluorescence plate reader. inhibition, % at 10 µM. 340,000 compounds, 0.063% hits; in the data active = inhibition above about 30%, passing the limit was not always enough;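 note: 0% = vehicle neutral wells and 100% = reference inhibitor wells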
PfHsp90 yeast 2 = growth inhibition of yeast expressing Plasmodium Hsp90 | S. cerevisiae expressing PfHsp90, BacTiter-Glo ATP, 48 h; yeast lacking PDR1 and PDR3 efflux regulators | inhibition, % at 9.4 µM | 310,000 compounds, 0.32% hits | AID 504621;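 active = every replicate shows inhibition above about 80%, whatever the replicate mean, limit read from the data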;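 note: 0% = DMSO neutral controls and 100% = 20 µM radicicol positive controls; yeast relying on Plasmodium falciparum Hsp90 in place of its own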
CAL PDZ FP-2 = blocks peptide binding to human CAL PDZ domain; Q9HD26; purified CAL PDZ, TMR-peptide fluorescence polarization, 1 h; inhibition, % at 20 µM; 330,000 compounds, 0.02% hits; AID 504414;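 active = highest replicate inhibition of at least 40%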;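 note: plate controls were DMSO neutral control wells for no effect and unlabeled competitor peptide control wells for full effect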
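Material: tagged CAL PDZ protein CerCALP, purified; buffer or medium: sodium phosphate/NaCl buffer pH 7.4 with TCEP, IgG, Thesit; also added: fluorescent TMR peptide probe; schedule: 1 h incubation at room temperature before polarization reading; technique: fluorescence polarization from S- and P-plane intensities, G-factor corrected; control set: unlabelled peptide and DMSO controls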
Rtt109 Vps75 = blocks Candida albicans Rtt109/Vps75 acetyltransferase activity. purified Rtt109/Vps75, ThioGlo CoA-SH fluorescence, 4 h. inhibition, % at 34.9 µM. 330,000 compounds, 0.16% hits;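 active = inhibition of at least 50% in every replicate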
dFosB act = mouse delta FosB homodimer activation; purified delta FosB, TAMRA-CDK5 oligo fluorescence polarization; percent of positive-control signal above neutral wells; activation, % at 25 µM; AID 493131; 340,000 compounds, 0.99% hits; P13346;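 active = mean activation above about 17%, with every replicate also reaching it, limit read from the data, passing the limit was not always enough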;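 note: fluorescence polarization rise as delta FosB binds a TAMRA Cdk5 AP-1 oligo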
Target sequence (P13346 whole entry, looked up): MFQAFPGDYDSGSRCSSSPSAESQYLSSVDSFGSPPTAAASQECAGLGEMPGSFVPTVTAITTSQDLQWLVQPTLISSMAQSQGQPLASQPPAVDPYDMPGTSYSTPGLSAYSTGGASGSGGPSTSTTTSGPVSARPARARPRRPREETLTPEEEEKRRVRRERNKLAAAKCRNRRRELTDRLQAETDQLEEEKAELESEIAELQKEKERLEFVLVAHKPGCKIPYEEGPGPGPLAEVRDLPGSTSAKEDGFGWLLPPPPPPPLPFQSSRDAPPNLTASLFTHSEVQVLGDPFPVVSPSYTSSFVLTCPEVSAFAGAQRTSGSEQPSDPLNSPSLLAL
NSD2 HMT inh = inhibitors of human histone methyltransferase NSD2 | NSD2 peptide methylation, AlphaScreen, 120 min | inhibition, % at 12.5 µM | 310,000 compounds, 0.54% hits | AID 743445; in the data active = inhibition above about 50%
SR-BI DiI-HDL act = SR-BI HDL lipid transfer activation; CHO ldlA[mSR-BI] cells, DiI-HDL uptake fluorescence, 3 h; 100 = double the neutral-control signal; activation, % at 12.5 µM; 320,000 compounds, 0.096% hits;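 active = mean replicate activation of at least 60% and every replicate at or above 60%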;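 note: 0% = median plate neutral-control signal and 100% = twice that signal; values of inactives mirror those of a sister screen read the other way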
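System: LDL receptor-deficient CHO ldlA cells overexpressing murine SR-BI | Timing: 3 h uptake period with compound, 37 °C | Medium: HEPES-buffered (25 mM, pH 7.4) F12 plus 0.5% BSA | Dosing: Single-point compound dose | Signal: Bottom-read fluorescence, 550/595 nm | Read-out: Retained DiI signal reflecting DiI-HDL uptake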
An asterisk follows results filed as active; nt = not tested or not shown.

canonical_smiles	CAL PDZ FP-1	SR-BI HDL uptake	MITF TRPM1 HTS	PvdQ acylase	PfHsp90 yeast 2	CAL PDZ FP-2	Rtt109 Vps75	dFosB act	NSD2 HMT inh	SR-BI DiI-HDL act
CC(=O)c1ccc(N2CCN(CC(O)COC(c3ccccc3)c3ccccc3C)CC2)cc1 (stereo unspecified)	-1	51	-6	-12	-9	-1.5	-4	-12	5	-51
C#CCOCCOCCOCCNc1nc(N2CCN(C(=O)[C@H](CCCN=C(N)N)n3cc(C(N)[C@@H](C)CC)nn3)CC2)nc(N2CCN(C(=O)[C@H](CCC(=O)O)n3cc([C@@H](N)CC(N)=O)nn3)CC2)n1 (stereo partly specified)	-1	12	-8	10	9	1.5	0	-4	nt	-12
COCCn1c(=S)[nH]c2cc(C(=O)N3CCN(Cc4ccc5c(c4)OCO5)CC3)ccc2c1=O	3	14	nt	11	nt	-3.3	10	-13	nt	-14
Cc1ccc(C2=C(O)c3ccccc3C(=O)C2=O)cc1	4	-34	-5	-7	-18	0.3	-3	-8	1	34
O=C(C1CCN(c2ncnc3c2nc2n3CCCCC2)CC1)N1CCN(c2cccc(Cl)c2)CC1	-3	59	-28	-1	10	-3.2	19	-3	5	-59
Oc1ccc(C[C@H]2CNC(=S)N2CCc2cc(C(F)(F)F)cc(C(F)(F)F)c2)cc1	-1	-10	nt	3	2	0.2	1	0	nt	10
CC(=O)Nc1ccc(-c2csc(NC(=O)CN3C(=O)NC4(CCCC4)C3=O)n2)cc1	-4	0	-3	-2	4	-1.0	5	1	-1	0
COc1ccc(CN2CCC(Oc3ccc(C(=O)N4CCCCC4)cc3)CC2)cc1C	-6	59	9	0	-3	-1.0	8	-6	4	-59
CCCCc1n[nH]c2c1C(=O)CC(C)(C)C2	-10	-41	3	-11	5	-0.8	-3	-4	-1	41
Cc1ccc(C)c(N2CCN(CCCc3ccccc3)CC2)c1	nt	-9	5	14	8	-1.2	12	-8	-1	9
Cc1nn(C)c(NC(=O)c2ccccc2Cl)c1Br	-2	4	0	-16	3	-0.1	0	1	-1	-4
CC1(C)C2CCC1(CS(=O)(=O)NCc1ccc(C(=O)O)cc1)C(=O)C2 (stereo unspecified)	4	-28	-5	-5	3	nt	0	6	nt	28
Cc1ccc(NC(=O)N2CCN(S(=O)(=O)c3ccccc3)CC2)cc1	-1	-11	-4	-6	-25	-0.4	-2	1	-6	11
N#CCOC(=O)/C=C/c1ccc2c(c1)OCO2	-3	-3	-4	27	nt	-3.4	-4	1	nt	3
COc1ccccc1C1(CCN=Cc2ccc(N(C)C)cc2)CCOC(C)(C)C1 (stereo unspecified)	8	-12	21	-14	-2	0.3	-1	-8	1	12
CC(Sc1nnc(COc2ccccc2)n1Cc1ccccc1)C(=O)O (stereo unspecified)	-1	-11	0	-5	-13	-0.9	4	1	3	11
CN(C)CCNC(=O)CCCNC(=O)Cn1cnc2sc3c(c2c1=O)CCCC3	-8	-31	4	-1	-19	0.0	3	-4	nt	31
CCN1C[C@@H]2[C@@H]3C(=O)N(Cc4ccccc4)C(=O)[C@@H]3[C@](CC)(C1=O)N2C(=O)c1ccccc1	-2	-16	-4	-5	28	0.0	-5	6	nt	16
COc1ccc2oc(C(=O)OCC(=O)N(CC(C)C)c3c(N)n(Cc4ccccc4)c(=O)[nH]c3=O)c(C)c2c1	-4	71*	2	4	nt	-1.3	3	3	-1	-71
COC(=O)CN1C(=O)[C@H]2[C@@H](C3CC3)N3C(=O)CN(CCO)C(=O)[C@@]3(Cc3ccccc3)[C@H]2C1=O	-1	-17	11	3	nt	0.8	-11	6	nt	17
COc1ccc(CCNC(=O)N2CCOCC2)cc1	0	-5	0	1	10	-0.4	-4	4	1	5
COC(=O)CN1C(=O)C(O)=C(C(C)=O)C1c1ccc([N+](=O)[O-])cc1 (stereo unspecified)	-3	-30	nt	-12	2	38	13	-4	-1	30
Cc1cccc(NC(=S)N2CCCCCC2)c1C	-4	-13	-3	-10	9	-1.6	-13	6	0	13
O=C(COc1ccc2c3c(c(=O)oc2c1)CCCC3)NCC(O)c1ccccc1 (stereo unspecified)	-4	8	-1	3	-1	-1.7	22	3	-5	-8
CC(C)(C)OC(=O)C[C@@H]1C/C=C\C[C@@H](CC(=O)N(CCO)Cc2ccccc2)C(=O)N[C@H](Cc2ccccc2)COC1=O	1	17	8	-4	5	-1.9	2	-3	nt	-17
CC(=O)N(OCc1ccc(OC(C)C)c(Cl)c1)C(C)=O	0	-10	5	-10	13	-2.1	5	1	-2	10
CC(C)(CC(=O)O)CC(=O)N1CCCN(c2nc3ccc(Cl)cc3s2)CC1	-5	-31	-5	-14	-3	-0.7	3	-3	-1	31
CC(=O)c1ccc(OCc2ccccc2)c(C)c1O	-5	4	77	-11	29	-1.1	3	-12	nt	-4
COc1ccc(CCC(=O)N2CCN(c3ccc(OC)cc3)CC2)cc1	-2	2	1	-1	16	-1.5	-10	-4	0	-2
COc1ccc2oc(C(=O)NCCc3ccccc3)c(C)c2c1	-1	17	-16	0	-2	-1.0	-3	-15	-2	-17
Cc1cc(C)cc(NC(=S)NC2CC3CCCC(C2)N3C2CCCC2)c1 (stereo unspecified)	0	15	9	0	-2	0.2	11	-6	6	-15
c1ccc(-c2nc(N3CCCCCC3)c3ccccc3n2)nc1	3	1	-13	-3	nt	-0.5	-21	-25	44	-1
Cn1c(=O)c(Sc2ccc(Cl)cc2)c(O)c2ccccc21	0	-23	-14	-7	-40	0.5	-1	-3	-3	23
CCOC(=O)c1sc2nc[nH]c(=O)c2c1C	-23	0	3	-1	-12	-0.3	15	-1	-1	nt
CSC(=NS(=O)(=O)c1ccc(C)cc1)SC	-1	16	nt	-1	nt	-2.8	-4	3	-10	-16
COc1ccc(OCC(=O)Nc2cc(-c3nn4c(C)nnc4s3)ccc2C)cc1	8	19	-8	10	-7	-1.1	0	-1	nt	-19
CCCCC(=O)Nc1nc2c(s1)COc1ccccc1-2	nt	3	23	6	-9	-0.6	4	-5	nt	-3
COc1ccc(CCNC(=O)COC(=O)Cc2ccccc2F)cc1	-4	13	-5	-23	-9	0.8	-3	-4	-3	-13
COC(=O)c1cc(S(=O)(=O)NCCN2CCOCC2)cn1C	-2	-14	3	-21	9	-2.5	-9	-10	-2	14
CC1=C(C(=O)N2CCOCC2)C(c2cc(C)cs2)NC(=O)N1 (stereo unspecified)	-1	-5	-9	-12	-18	-0.5	-7	-8	8	5
CC1CCCCC12NC(=O)N(CC(=O)NCCc1ccccc1)C2=O (stereo unspecified)	-3	-25	19	-2	4	-1.5	-2	0	-2	25
CCC(CC)NC(=O)CC(c1ccccc1)c1ccccc1	10	-10	-2	-3	-75	0.3	0	-5	-2	10
CCOC(=O)/C(N=Nc1ccc2c(c1)OCO2)=C(\C)O	-2	12	115*	-6	-60	nt	28	-5	7	-12
CCOC(=O)CSC1=C(C#N)C(c2ccccc2Cl)C(C(=O)OC)C(=O)N1 (stereo unspecified)	-2	-22	-14	4	nt	-1.6	4	-8	nt	22
COc1ccc(CN2CCN(C(=O)c3ccccc3C(=O)c3ccccc3)CC2)cc1OC	-5	-12	7	-8	-33	0.4	2	-13	-2	12
O=c1c2ccccc2nnn1-c1ccc(Br)cc1	nt	0	nt	0	1	-1.2	3	-9	0	0
COC(=O)NNC(=O)C(C)Oc1ccc(Cl)cc1Cl (stereo unspecified)	-6	-11	-3	-9	-10	nt	9	-10	0	11
Cc1nc2ccc(C(=O)Nc3ccc(N(C)C)cc3)cc2s1	-3	51	0	-8	8	0.9	2	4	0	-51
COc1ccc(C(=O)/C=C/C(=O)N(Cc2ccccc2OC)C(C(=O)NC2CCCCC2)c2ccncc2)c(O)c1 (stereo unspecified)	-2	-11	1	-6	19	-2.4	-2	-18	4	11
COc1ccc(C(=O)Nc2cccc(S(=O)(=O)NC3=NCCC3)c2)cc1OC	0	34	-5	-8	-7	-1.8	-4	2	-1	-34

(cont.)
canonical_smiles	CAL PDZ FP-1	SR-BI HDL uptake	MITF TRPM1 HTS	PvdQ acylase	PfHsp90 yeast 2	CAL PDZ FP-2	Rtt109 Vps75	dFosB act	NSD2 HMT inh	SR-BI DiI-HDL act
Nc1ccc(C2CCCc3nonc32)c2nonc12 (stereo unspecified)	0	9	-14	1	-12	1.0	-8	-5	-1	-9
CCN1C(=O)S/C(=C/c2c(OCc3ccc(C(=O)O)cc3)ccc3ccccc23)C1=O	-10	-13	-10	8	-36	-2.8	16	-8	5	13
O=C(CNC(=O)c1ccco1)OCC(=O)c1ccc2ccccc2c1	-7	10	nt	-13	nt	-4.6	-10	-10	0	-10
C=CCn1c(SCc2nc3cc(C(=O)OC)ccc3c(=O)[nH]2)nc2sc(CC)cc2c1=O	0	-11	-9	-8	37	-2.3	-9	1	-3	11
Nc1nonc1OCCc1ccccc1	-4	-8	10	-17	-19	-0.7	-2	-2	6	8
CCOC(=O)c1sc(NC(=O)CSc2n[nH]c(CC)n2)nc1C	-1	24	16	-6	19	-3.7	17	-10	0	-24
COc1ccc(-c2[nH]ncc2CN2CCN(C(=O)c3ccco3)CC2)cc1F	-4	42	3	2	-7	-0.2	1	-3	-3	-42
CC(=O)c1cc(-c2ccccc2)n(CC(=O)NC2CCCCC2)c1C	-1	-9	-1	0	-14	-2.6	nt	0	71*	9
Cc1cccc(C)c1Nc1nnc(SCc2nc3ccccc3s2)s1	0	-6	14	-4	2	-0.3	-4	-5	1	6
Cc1nn(CC(=O)NCc2cccc3ccccc23)c(=O)c2ccccc12	1	-5	nt	11	nt	-1.6	8	14	-2	5
CC(C)CNC(=O)c1ccc(Cl)c(Cl)c1	3	-7	nt	10	-12	-2.3	14	3	-3	7
CC1CCN(C(=O)CSc2nnc(CNc3ccc(F)cc3)n2Cc2ccco2)CC1	-2	8	-4	-10	0	-2.2	2	-5	2	-8
COc1ccc(-n2nnnc2SCC(=O)Nc2nnc(C)s2)cc1	-19	2	5	-7	20	nt	10	0	-3	-2
O=C1CCC/C=C/C[C@H](CC(=O)N(CCO)Cc2ccccc2)C(=O)N[C@@H](Cc2ccccc2)CO1	1	-20	-7	-7	nt	0.6	1	4	nt	20
COc1nc(N(C)C)nc(N(C)c2cc(Cl)cc(Cl)c2)n1	3	13	-2	11	-9	nt	8	4	-2	-13
